TRHR enhancer – allosteric enhancers of human TRH receptor; 360,000 tested, 0.66% active; enhancement, % at 2 µM; TRHR cells, fluo-8 calcium fluorescence, EC20 TRH enhancement; in the data active means enhancement above about 30%; further: 0% is about no effect
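Enhancer read-out: after compound pinning and an initial kinetic agonist-mode read, an EC20 of TRH (10 nM final) was injected and fluo-8 calcium signal (Ex 480/Em 530) followed at 1 s/cycle for 100 cycles in TRHR-expressing cells.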
D1 potentiator – potentiators of human D1 dopamine receptor. HEK293 TREx D1 cells, calcium flux, dopamine EC20 potentiation. potentiation, % at 10 µM. 360,000 tested, 0.036% active; in the data active means potentiation above about 30%; further: 0% is about no effect
Target sequence (P21728 whole entry, looked up): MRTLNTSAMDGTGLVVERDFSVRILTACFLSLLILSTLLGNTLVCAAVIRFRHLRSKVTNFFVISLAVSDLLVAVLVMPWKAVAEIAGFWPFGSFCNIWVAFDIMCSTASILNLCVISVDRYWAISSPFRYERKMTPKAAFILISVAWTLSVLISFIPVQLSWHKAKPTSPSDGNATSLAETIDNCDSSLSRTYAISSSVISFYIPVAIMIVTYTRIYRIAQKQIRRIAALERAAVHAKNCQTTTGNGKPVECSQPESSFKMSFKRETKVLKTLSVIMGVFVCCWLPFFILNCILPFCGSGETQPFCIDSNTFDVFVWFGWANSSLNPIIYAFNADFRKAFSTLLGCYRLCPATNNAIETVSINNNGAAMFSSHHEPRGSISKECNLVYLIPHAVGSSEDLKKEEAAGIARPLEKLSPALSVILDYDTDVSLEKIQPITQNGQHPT
RXFP1 antagonist – RXFP1 (human) relaxin receptor antagonism; 350,000 tested, 0.59% active; AID 1259400; HEK293-RXFP1, relaxin-stimulated cAMP HTRF, 30 min; stronger effect = lower value; activity change, negative = inhibition, % at 57.5 µM;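 active means activity change of -60% or lower, but not beyond a set lower limit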; further: on the % scale 0 is the no-effect control and ±100 the full control effect
RXFP1 ag – agonists of human relaxin receptor RXFP1. Potency, µM (series often up to 57.5 µM), without a hit: at the highest dose activation, usual class: activators. HEK293T-RXFP1 cAMP TR-FRET, 30 min; response scale: percent of porcine relaxin response, buffer zero. 370,000 tested, 0.3% active. Q9HBX9; active means well fitted activation curve with a large enough effect; further: potency means the concentration at half of the fitted maximal effect; on the % scale 0 is the no-effect control and ±100 the full control effect; nearly all actives have a fitted effect of over 60% in size; many of its hits are not listed in these tables
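HEK293T cells stably expressing RXFP1 were pretreated with the PDE4 inhibitor Ro 20174, exposed to compounds for 30 min at 37C, lysed, and cAMP was read by TR-FRET. Data normalized to buffer (basal) and 29 nM porcine relaxin (100%).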
D2 agonist – agonists of human D2 dopamine receptor; P14416; HEK293 T-REx D2 cells, calcium flux agonist mode; activation, % at 2 µM; 340,000 tested, 0.53% active; AID 485358;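 active means activation over 3 SD above normal in the single-dose calcium agonist read, cut at about 30% in these data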; further: 0% is about no effect
Target sequence (P14416 whole entry, looked up): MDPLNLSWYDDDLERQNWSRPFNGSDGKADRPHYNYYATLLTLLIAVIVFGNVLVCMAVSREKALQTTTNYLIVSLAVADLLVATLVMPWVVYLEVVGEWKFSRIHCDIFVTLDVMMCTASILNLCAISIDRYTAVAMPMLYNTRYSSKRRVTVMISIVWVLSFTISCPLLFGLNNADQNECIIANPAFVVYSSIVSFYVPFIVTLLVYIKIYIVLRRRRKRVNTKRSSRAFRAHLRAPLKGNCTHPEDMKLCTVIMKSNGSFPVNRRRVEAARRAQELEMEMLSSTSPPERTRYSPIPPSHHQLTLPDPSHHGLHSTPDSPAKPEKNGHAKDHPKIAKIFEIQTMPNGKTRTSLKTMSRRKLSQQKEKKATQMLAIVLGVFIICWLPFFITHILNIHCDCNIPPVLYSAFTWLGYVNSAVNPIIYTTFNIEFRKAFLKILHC
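Tetracycline-induced HEK293 T-REx cells with force-coupled D2 receptor, plated overnight at 30 C, loaded with no-wash calcium dye. After a 10 s baseline, compound was pin-added and calcium flux read kinetically for 180 s; calcium rises flagged agonists.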
D1 antagonist – human D1 dopamine receptor antagonism; HEK293 TREx D1 cells, calcium flux, dopamine EC80; stronger effect = lower value; AID 504652; activity change, negative = inhibition, % at 10 µM; 360,000 tested, 3.2% active; in the data active means activity change below about -30%; further: on the % scale 0 is the no-effect control and ±100 the full control effect
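Cells carrying a force-coupled, tetracycline-inducible human D1 receptor report calcium flux. Each well gets a 10 s baseline, compound with 180 s monitoring, then an EC80 dopamine stimulus with a second 180 s kinetic read.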
D2 antag – antagonists of human D2 dopamine receptor. P14416. HEK293 TREx D2 cells, calcium flux, dopamine EC80. inhibition, % at 10 µM. 340,000 tested, 2% active. AID 485344; in the data active means inhibition above about 30%; further: 0% is about no effect
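Tetracycline-induced HEK293 TREx cells expressing D2 receptor forced-coupled to calcium signalling, loaded with no-wash calcium dye. Compounds added and calcium flux read 180 s, then dopamine added at EC80 and read a further 180 s.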
D1 ag – human D1 receptor agonism. P21728. HEK293 T-REx D1 cells, calcium flux, agonist mode. activation, % at 2 µM. AID 504660. 360,000 tested, 1% active; in the data active means activation above about 30%; further: 0% is about no effect
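Agonism was scored from calcium flux recorded over 180 s (1 read/s) after pintool compound addition, following a 10-cycle baseline. Cells were inducible force-coupled HEK293 TREx D1, plated overnight at 30 C and loaded with no-wash calcium dye.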
D2 potentiator – positive allosteric modulators of human D2 dopamine receptor. AID 485347. potentiation, % at 10 µM. 340,000 tested, 0.34% active. P14416. HEK293 T-REx D2, calcium flux, EC20 dopamine potentiation;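 active means potentiation over 3 SD above the plate norm, cut at about 30% in these data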; further: 0% is about no effect
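Tetracycline-induced Hek293 Trex D2 cells, force-coupled to calcium, loaded with no-wash calcium dye. Compound added with 180 s kinetic read for agonism, then EC20 dopamine and a further 180 s read for potentiation.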
Starred values were filed as active, the others as inactive; nt = no result given. Not all compounds are listed, so the mix of outcomes need not match the whole.

Value order – TRHR enhancer, D1 potentiator, RXFP1 antagonist, RXFP1 ag, D2 agonist, D1 antagonist, D2 antag, D1 ag, D2 potentiator
1) CCCNC(=O)COC(=O)CCC(=O)c1ccc(F)cc1
 : 8, 2, 8, -1.0%, 0.5, 7, -10, 8, -2
2) O=C(CSc1nccn1-c1ccccc1)Nc1ccc2c(c1)OCO2
 : 2, -6, 3, 1.7%, 0.1, -24, -8, 2, -19
3) Cc1ccc(C2(C)NC(=O)N(CC(=O)NC(C)c3ccccc3)C2=O)cc1 (configuration not stated)
 : 7, -4, -8, 2.1%, 0.4, -9, -3, -1, 6
4) CCC(C)C(NC(=O)c1ccc(Cl)cc1Cl)C(=O)O (configuration not stated)
 : 4, 6, -6, -0.1%, 0.6, 2, -2, 2, 6
5) CN1CCN(S(=O)(=O)c2ccc3c(c2)CC(=O)N3C)CC1
 : -5, -3, 0, 0.5%, 1.4, -7, -42, 0, -20
6) O=C(NNc1ncnc2c1cnn2-c1ccccc1)c1cccs1
 : -2, 1, -18, -1.1%, 0.4, 11, -9, 5, -1
7) O=C(NC(=S)Nc1ccc2ncccc2c1)c1ccccc1
 : 0, 0, -11, 12%, -0.3, 6, -2, 0, 2
8) NC(=O)c1ccc(Oc2ncc(C(F)(F)F)cc2Cl)cc1
 : 20, 2, 0, -1.7%, nt, 0, nt, 2, nt
9) Cc1ccc(S(=O)(=O)CC(=O)Nc2ccc(F)c(F)c2F)cc1
 : -1, -1, -1, -2.2%, 0.6, -3, -2, 3, 2
10) O=C(NCCN1C(=O)S/C(=C\c2ccc(F)cc2)C1=O)C1CCN(S(=O)(=O)c2cccs2)CC1
 : 14, -3, 2, -1.4%, 1.2, -15, 11, 15, -7
11) COc1ccccc1CCNC(=O)C(=O)NCC1OCCN1S(=O)(=O)c1ccc2c(c1)OCCO2 (configuration not stated)
 : 1, -16, 3, -0.5%, 0.1, -20, -1, 10, 8
12) Cc1cccc(-n2[nH]c(C)c(C=Nc3ccc4[nH]c(=O)[nH]c4c3)c2=O)c1
 : 0, -3, -5, -0.9%, -0.6, -8, 18, -1, 7
13) C=C(C)Cn1c(COc2ccccc2)nnc1SCC(=O)O
 : 9, -7, 6, -3.1%, 0.3, -20, 3, 4, -2
14) O=C(CN1C(=O)CSc2ncccc21)Nc1cccc(Cl)c1
 : 1, 2, 14, -0.3%, -1.4, 11, -4, 1, -4
15) Cc1ccc(NC(Cc2cc(C)no2)c2ccccc2)cc1 (configuration not stated)
 : -2, 0, -18, 5.6%, -5.0, 21, 7, 23, 0
16) CCOc1ccccc1NC(=O)Cn1nnc(C(=O)NCCc2ccc(OCC)c(OCC)c2)c1N
 : -8, 1, 14, 0.7%, -0.5, 1, -11, 7, 9
17) COc1ccccc1N1CCN(C(=O)c2nn(-c3ccc(C)cc3)c(=O)n(C)c2=O)CC1
 : -5, 0, -2, -0.7%, -0.2, -2, nt, 0, nt
18) CCOC(=O)c1cc(-c2ccc(C)cc2)n(CC(=O)NCc2ccco2)c1C
 : 3, 0, 4, 3.4%, 0.6, 0, -11, 3, 17
19) COc1ccccc1OCCNC(=O)Cc1ccc(Cl)c(Cl)c1
 : -5, -3, -19, 0.5%, -0.5, -34*, 24, 4, -10
20) Cc1ccccc1NC(=O)c1ccc2nc(N3CCOCC3)sc2c1
 : 0, -5, nt, -0.5%, 0.0, -16, 2, 3, 10
21) COc1ccc(C(=O)N2CCCc3ccccc32)cc1
 : -2, 4, 6, -0.2%, 0.5, -6, -4, 0, -4
22) CN(C)c1nc(NCc2ccccc2)nc(N/N=C/c2ccccc2F)n1
 : -6, 1, nt, -1.5%, 0.5, -3, -1, 4, 4
23) O=C(NCc1ccccc1)C1CCC(CNS(=O)(=O)c2cccs2)CC1 (configuration not stated)
 : 6, -9, 9, -1.7%, -0.2, -8, -2, 4, -5
24) C(=N\n1cnnc1)/c1cccs1
 : -1, 9, -2, -0.4%, 2.1, 1, -10, -3, -12
25) CC(C)CC(C(=O)NC(C)(C)C)N(Cc1ccccc1Cl)C(=O)c1snc(C(N)=O)c1N (configuration not stated)
 : -15, -2, 2, 2.6%, 1.3, -5, 9, 4, 1
26) CN(C)C(=O)N1CCCC(C(=O)NCc2ccccc2)C1 (configuration not stated)
 : 0, -2, 2, 0.3%, 0.5, -12, -21, -2, -3
27) O=C(O)CCN1C(=O)/C(=C\c2cccc(OCC(=O)Nc3ccc(Cl)cc3)c2)SC1=S
 : 4, -2, -27, 5.0%, nt, 3, nt, 2, nt
28) O=C(Nc1c(Cl)cccc1Cl)c1ccc(-c2ccccc2)cc1
 : 10, -4, -24, 2.0%, 0.0, -16, -21, 8, 1
29) CC(C)(C)c1nc(-c2ccccc2)nc2c1OCCC2
 : -11, -6, nt, 1.5%, 0.1, 17, 11, 2, 4
30) Cc1cc(C)cc(C(=O)NC(=S)Nc2ccc3[nH]c(=O)[nH]c3c2)c1
 : -1, 0, nt, 2.3%, -0.3, 18, 26, 8, 7
31) O=C1CSC2=NCN(c3ccc4c(c3)OCO4)CN12
 : 2, -9, 10, -2.6%, nt, 4, -13, 3, -10
32) COc1cccc(N2CCN(C(=O)c3ccc(Cn4c(=O)[nH]c5cc(OC)c(OC)cc5c4=O)cc3)CC2)c1
 : 3, 1, nt, -1.8%, -0.2, -4, nt, -2, -12
33) CSc1ncccc1C(=O)N1CCCC(C(=O)c2cc(F)ccc2F)C1 (configuration not stated)
 : -4, 0, 1, 0.0%, 0.3, 5, -6, 2, 8
34) Clc1ccc(OCc2nn3c(C4CCCCC4)nnc3s2)cc1
 : -3, 0, -29, 1.5%, -0.2, -14, 5, 9, 0
35) COc1ccc(/C=N/Nc2nnc(Cc3ccccc3)c(=O)[nH]2)cc1OC
 : -6, -1, -11, -0.2%, -1.7, 2, -15, 2, -3
36) COc1ccc(CN(C(=O)c2cnccn2)C(C(=O)NC(C)(C)C)c2cc(OC)c(OC)c(OC)c2)cc1 (configuration not stated)
 : 0, 0, -28, 2.3%, 0.2, 4, -11, -1, 10
37) Cc1oc2ccc(O)c(CN3CCCCC3C)c2c1C(=O)Nc1ccccc1 (configuration not stated)
 : 3, -1, -12, -1.0%, -1.0, -9, nt, -2, -1
38) CCc1ccc(Nc2ncccc2C#N)cc1
 : -4, -3, nt, -2.1%, nt, 0, nt, 1, 10
39) CCCS(=O)(=O)N1CCC(C(=O)NCCCN2CCCC2=O)CC1
 : -1, 3, -2, -0.3%, 0.6, -2, -1, 1, -2
40) CC(NC(=O)C(=O)NCCc1c[nH]c2ccccc12)c1ccccc1 (configuration not stated)
 : -5, 4, 1, 2.0%, -1.0, 4, 0, 3, 1
41) CCNc1nc(NC(C)C)nc(N(n2cnnc2)S(=O)(=O)c2ccc(C)cc2)n1
 : -4, 2, -2, 2.8%, -1.2, 4, 2, 0, 6
42) Cn1c(=O)oc2cc(S(=O)(=O)N3CCCC(C(=O)N4CCN(c5cccc(Cl)c5)CC4)C3)ccc21 (configuration not stated)
 : -9, -3, nt, 0.4%, 1.6, -32*, nt, 6, 7
43) CCOCCNC(=O)c1ccc2c3c(cccc13)CC2
 : 3, -1, -5, 2.9%, -1.7, -4, 17, 1, 6
44) Cc1ccccc1OCCn1c(S(=O)(=O)O)nc2c(N)ncnc21
 : -6, -8, 1, 0.0%, 0.8, 10, -17, 2, -3
45) CC(C)(CNC(=O)c1cccs1)CNC(=O)c1cccs1
 : 0, -2, 9, 1.3%, 0.3, 1, 9, 1, 3
46) COc1ccc([C@H]2CC(=O)C=C(c3ccccc3OC)C2)cc1OC
 : -7, -6, nt, 0.0%, -0.2, -46*, 4, 1, 2
47) COC(=O)c1ccccc1NC(=S)NC(=O)c1ccccc1F
 : -2, 4, 6, 0.8%, -1.5, 11, -3, 1, -14
48) Cc1c(C)n(C)c2ccc(C(=O)NCCCN3CCOCC3)cc12
 : -5, -1, 32, -4.1%, -0.4, -9, 5, 3, -5
49) COc1ccc(NS(=O)(=O)c2ccc(C)c(C(=O)N(C)CCc3ccc(OC)c(OC)c3)c2)cc1
 : 10, -1, -12, 3.0%, -0.6, 2, -10, 4, 7
50) Cc1ccc(SCC(=O)Nc2ccc3c(c2)OCCO3)cc1
 : 5, -1, -3, 0.7%, nt, 4, nt, 7, nt
51) O=C(Nc1ccc(N2CCN(C(=O)c3ccccc3)CC2)c(Cl)c1)c1ncn[nH]1
 : -6, 4, -39, -1.2%, 3.6, -2, -11, 0, 3
52) O=c1c(N2CCc3ccccc3C2)csc2ccccc12
 : 17, -3, -4, 0.3%, -0.4, 12, nt, 1, -16
53) c1ccc2c(c1)nnn2-c1ncnc2sccc12
 : -6, -4, -24, 2.8%, 4.1, 0, 4, 3, 4

An excerpt from above in order of SMILES length, low to high.
Value order – TRHR enhancer, D1 potentiator, RXFP1 antagonist, RXFP1 ag, D2 agonist, D1 antagonist, D2 antag, D1 ag, D2 potentiator
52) O=c1c(N2CCc3ccccc3C2)csc2ccccc12
 : 17, -3, -4, 0.3%, -0.4, 12, nt, 1, -16
50) Cc1ccc(SCC(=O)Nc2ccc3c(c2)OCCO3)cc1
 : 5, -1, -3, 0.7%, nt, 4, nt, 7, nt
48) Cc1c(C)n(C)c2ccc(C(=O)NCCCN3CCOCC3)cc12
 : -5, -1, 32, -4.1%, -0.4, -9, 5, 3, -5
44) Cc1ccccc1OCCn1c(S(=O)(=O)O)nc2c(N)ncnc21
 : -6, -8, 1, 0.0%, 0.8, 10, -17, 2, -3
46) COc1ccc([C@H]2CC(=O)C=C(c3ccccc3OC)C2)cc1OC
 : -7, -6, nt, 0.0%, -0.2, -46*, 4, 1, 2
51) O=C(Nc1ccc(N2CCN(C(=O)c3ccccc3)CC2)c(Cl)c1)c1ncn[nH]1
 : -6, 4, -39, -1.2%, 3.6, -2, -11, 0, 3
49) COc1ccc(NS(=O)(=O)c2ccc(C)c(C(=O)N(C)CCc3ccc(OC)c(OC)c3)c2)cc1
 : 10, -1, -12, 3.0%, -0.6, 2, -10, 4, 7

Source: PubChem (National Center for Advancing Translational Sciences (NCATS))
